# DTT redox prof: compounds producing H2O2 with reducing agent – biochemical, NIH compound library profiling, artefact control for MLSCN library redox annotation, primary screen. DTT-dependent redox cycling H2O2, phenol red/HRP absorbance; 100% = 100 µM peroxide control, 0% = buffer. activation, % at 10 µM. actives 0.03% (n = 200,000). AID 878;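 active = activation of at least 50% relative to the plate's high and low controls in the primary single-dose screen; inactive = activation below 50%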;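 note: compound incubated with DTT at 0.8 mM final as the reducing agent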
# PPARg SRC1 recr: PPARgamma-driven SRC-1 recruitment agonism; activation, % at 8 µM; PPARgamma-SRC-1 coactivator recruitment biochemical assay; actives 0.41% (n = 200,000); AID 631; in the data active = activation above about 19%;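 note: 0% = DMSO and 100% = reference agonist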
# Target sequence (P37231 whole entry, looked up): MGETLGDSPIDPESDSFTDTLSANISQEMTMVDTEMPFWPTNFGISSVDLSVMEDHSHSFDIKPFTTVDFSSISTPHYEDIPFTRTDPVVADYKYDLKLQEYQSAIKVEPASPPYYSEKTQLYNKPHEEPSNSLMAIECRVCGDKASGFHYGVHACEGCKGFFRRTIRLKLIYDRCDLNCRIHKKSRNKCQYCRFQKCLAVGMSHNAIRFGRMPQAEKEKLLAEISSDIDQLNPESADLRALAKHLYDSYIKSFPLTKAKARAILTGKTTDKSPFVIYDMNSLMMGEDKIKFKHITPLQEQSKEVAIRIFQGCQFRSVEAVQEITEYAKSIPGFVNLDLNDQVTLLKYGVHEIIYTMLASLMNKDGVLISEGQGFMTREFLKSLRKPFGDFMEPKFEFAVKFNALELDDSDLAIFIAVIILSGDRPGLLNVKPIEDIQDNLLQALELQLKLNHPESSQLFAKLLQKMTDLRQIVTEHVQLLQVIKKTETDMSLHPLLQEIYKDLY
# PPARg SRC3 recr: promotes SRC-3 coactivator recruitment by human PPARgamma. biochemical PPARgamma/SRC-3 coactivator recruitment assay. activation, % at 8 µM. actives 0.26% (n = 200,000). AID 731; in the data active = activation above about 23%;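 note: 0% = DMSO and 100% = reference agonist; some compounds past the cut are filed as inactive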
# Lmaj promast: reduces viability of Leishmania major promastigotes; resazurin fluorescence viability; inhibition, % at 10 µM; actives 9% (n = 200,000); in the data active = inhibition above about 50%;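 note: promastigotes grown with compound for 44 hours at 28 °C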
# PPARg SRC2 recr: PPARgamma-driven SRC-2 recruitment agonism | P37231 | PPARgamma LBD-SRC-2 recruitment, biochemical | activation, % at 8 µM | actives 0.34% (n = 200,000); in the data active = activation above about 22%;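 note: 0% = vehicle and 100% = reference agonist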
# ROMK mod: modulators of human ROMK potassium channel | P48048 | Tet-inducible ROMK, thallium flux fluorescence; actives lie on both sides | B-score at 10 µM | actives 2% (n = 130,000) | AID 1918;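 active = signal ratio slope over the read window, or its plate-corrected B-score, at least 3 SD from the plate mean, either direction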;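 note: B-score of the F/F0 ratio slope over 7 to 12 s after thallium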
# S1P3 antagonist: antagonists of human S1P3 receptor | CHO S1P3 NFAT-BLA reporter, FRET fluorescence, antagonist mode | inhibition, % at 4.98 µM | actives 0.27% (n = 170,000) | AID 485;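 active = inhibition above the plate cutoff, the mean inhibition of test wells on that plate plus 3 SD, cut at about 28% in these data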;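 note: cells challenged with S1P at its EC80 of 0.8 µM; blue over green emission ratio from cleaved BLA substrate after 4 h stimulation; 0% = S1P-stimulated wells and 100% = unstimulated DMSO-only wells; some compounds past the cut are filed as inactive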
# Target sequence (Q99500 whole entry, looked up): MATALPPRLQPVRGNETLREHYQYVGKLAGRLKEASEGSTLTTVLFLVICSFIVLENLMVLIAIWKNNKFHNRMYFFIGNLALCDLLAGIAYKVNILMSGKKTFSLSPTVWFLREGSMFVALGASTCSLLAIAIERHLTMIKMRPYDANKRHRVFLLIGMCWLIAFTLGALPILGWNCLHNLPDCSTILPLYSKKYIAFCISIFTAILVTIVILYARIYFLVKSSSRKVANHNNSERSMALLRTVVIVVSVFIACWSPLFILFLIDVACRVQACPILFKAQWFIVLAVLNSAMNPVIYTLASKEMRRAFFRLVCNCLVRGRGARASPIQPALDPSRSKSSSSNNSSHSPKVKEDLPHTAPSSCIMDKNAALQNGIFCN
# HMGR II inh: blocks class II HMG-CoA reductase of Enterococcus faecalis; inhibition, % at 10 µM; actives 0.41% (n = 190,000); purified E. faecalis HMGR, NADPH absorbance 340 nm kinetic;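 active = inhibition above a set limit, the median over all tested compounds plus 3 SD, cut at about 9.5% in these data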;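 note: enzyme runs in reverse so mevalonate oxidation gives rising NADPH absorbance; 0% = complete reaction with DMSO and 100% = background rate lacking mevalonate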
# TR-FRET SRC-2 ct: flags TR-FRET format artefacts in PPARgamma SRC-2 recruitment agonist screen. TR-FRET artefact counter-screen; active compounds read high. TR-FRET ratio at 8 µM. actives 0.4% (n = 200,000); in the data active = TR-FRET ratio above about 2000; note: inactives centre near 1500; reference of the scale not given here
# RAM network inh: blocks the yeast RAM network; S. cerevisiae dse1pr::URA3 reporter, 5-FOA growth OD615, 2 d; analog-sensitive cbk1-as2 kinase mutant strain; inhibition, % at 50 µM; actives 1.8% (n = 190,000); AID 868;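 active = inhibition above a set limit, 3 SD over mean compound inhibition, cut at about 8.4% in these data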;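 note: 0% = DMSO-only wells with no growth and 100% = 10 µM 1-NA-PP1 full growth; inhibition rescues growth on 5-FOA so higher OD means more RAM inhibition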
# bIAP inh: intestinal alkaline phosphatase (bovine) inhibition; purified bovine IAP, CDP-star luminescence, 30 min; inhibition, % at 20 µM; 190,000 tested, under 10 active; AID 1019;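 active = over 50% inhibition of intestinal alkaline phosphatase at 20 µM in the single-dose screen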
#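 System: purified bovine intestinal alkaline phosphatase (IAP) enzyme; Input: IAP diluted 1/65,000,000 in the well; Measured by: CDP-star luminescence signal; Compound dosing: 20 µM single dose; Incubation: 30 min reaction at room temperature.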
# * = called active by the depositor; . = not tested or not shown. A portion of the library; the hit share may differ from the screen's.
SMILES,DTT redox prof,PPARg SRC1 recr,PPARg SRC3 recr,Lmaj promast,PPARg SRC2 recr,ROMK mod,S1P3 antagonist,HMGR II inh,TR-FRET SRC-2 ct,RAM network inh,bIAP inh
O=C(c1cc(F)ccc1F)C1CCCN(Cc2ccc3nonc3c2)C1 (stereo unspecified),-1.5,-2,-2,86*,3,-1.6,3,-2,1435,1.9,2
O=C(NC(Cc1cnc[nH]1)C(=O)O)c1ccccc1 (stereo unspecified),0.1,4,-3,-2,0,-0.19,11,4,1449,1.1,-10
COc1ccc(/C=C2/C(=O)NC(=O)N(c3ccc(C)c(C)c3)C2=O)cc1CN1C(=O)c2ccccc2C1=O,0.4,-1,-2,-4,5,.,-2,-6,1562,1.0,-1
CCCCCCn1c(O)c(C=NCCN2CCOCC2)c(=O)[nH]c1=O,-0.3,-5,3,-7,1,1.2,-7,-7,1766,3.8,-6
CCOc1cc(C=C2C(=O)NC(=O)NC2=O)ccc1OS(=O)(=O)c1ccccc1,4.0,-9,-7,13,-2,2.2,.,5,1499,1.3,15
C/C(=N\N1CCCCC1c1cccnc1)c1c(O)n(C2CCCCC2)c(=S)[nH]c1=O (stereo unspecified),0.0,-2,2,45,0,.,-32,-2,1467,1.1,15
CN(C)CC1CSCCC1(O)c1ccc(Cl)cc1 (stereo unspecified),-0.7,2,10,-4,-1,-1.2,.,-4,1478,1.3,9
CC(C)CCP(=O)(O)c1ccccc1,0.7,3,8,-6,4,1.7,.,-8,1717,1.2,-1
O=c1c2ccccc2nc(-c2ccccc2)n1-c1ccncc1,-2.6,3,10,-6,-1,.,.,1,1677,-0.2,8
C=CCNC(=O)c1c(N)n(CCN2CCOCC2)c2nc3ccccc3nc12,-5.4,2,8,39,4,.,.,0,1606,-0.5,-9
O=c1[nH]c(=S)[nH]c(O)c1N=Nc1ccc(S(=O)(=O)N2CCc3ccccc32)cc1,-0.8,15,3,32,8,-1,1,-3,1695,4.4,28
COc1ccc(CC2(CCc3ccccn3)C(=O)NC(=O)N(c3ccccc3C)C2=O)cc1OC (stereo unspecified),-0.6,8,2,2,12,0.093,-15,0,1632,2.6,-4

# As entered above:
# Value of `C/C(=N\N1CCCCC1c1cccnc1)c1c(O)n(C2CCCCC2)c(=S)[nH]c1=O` (stereo unspecified) under TR-FRET SRC-2 ct: 1467
# Value of `O=c1c2ccccc2nc(-c2ccccc2)n1-c1ccncc1` under PPARg SRC3 recr: 10
# Value of `O=C(NC(Cc1cnc[nH]1)C(=O)O)c1ccccc1` (stereo unspecified) under HMGR II inh: 4
# Value of `O=c1[nH]c(=S)[nH]c(O)c1N=Nc1ccc(S(=O)(=O)N2CCc3ccccc32)cc1` under ROMK mod: -1

# Carrying on.
SMILES,DTT redox prof,PPARg SRC1 recr,PPARg SRC3 recr,Lmaj promast,PPARg SRC2 recr,ROMK mod,S1P3 antagonist,HMGR II inh,TR-FRET SRC-2 ct,RAM network inh,bIAP inh
CC(C(=O)O)N(C(=O)c1ccccc1)c1ccc(F)c(Cl)c1 (stereo unspecified),-0.5,3,0,-4,1,0.27,-13,0,1607,-0.8,3
CC1(C)N=C(c2ccccc2)[C@@H]2C(c3ccc([N+](=O)[O-])cc3)N21 (stereo partly specified),-0.3,2,2,-3,-5,.,20,1,1449,0.8,2
COc1ccc(NC(=O)c2cc([N+](=O)[O-])ccc2N2CCNCC2)cc1,-2.0,11,1,0,12,0.19,-15,-5,1712,1.4,-5
COc1cc(C2SCC(=O)Nc3c2c(=O)[nH]n3C2CCCCCC2)cc(OC)c1OC (stereo unspecified),-0.7,2,-5,-4,3,0.12,.,-5,1740,4.8,8
O=C(Cn1ncc2c3ccccc3n(Cc3ccccc3)c2c1=O)N1CCC2(CC1)OCCO2,-0.5,-6,-8,1,-2,.,-12,-1,1520,-0.9,-9
COc1cccc(-n2c(O)c(C=Nc3c(C)n(C)n(-c4ccccc4)c3=O)c(=O)[nH]c2=O)c1,0.7,6,0,-2,1,1.1,0,-1,1517,2.0,0
CC12CN3CN(C1)CC(C)(C3)C2=NO,-0.3,2,-2,-5,-12,0.74,5,0,1486,-0.5,-6
CCOC(=O)C1=C(N)Oc2c(c(=O)oc3ccccc23)C12C(=O)N(C)c1ccccc12 (stereo unspecified),2.1,5,0,-2,3,.,-11,-11,1727,2.0,-3
CCc1ccc2c(CN3CC=C(c4ccccc4)CC3)cc(=O)oc2c1,0.4,7,6,-1,8,-0.36,2,-5,1499,0.4,12
CC(CO)(CO)N=Cc1c(O)n(-c2cccc3ccccc23)c(=O)[nH]c1=O,0.1,6,2,-3,3,0.79,.,1,1627,1.5,4
COc1ccccc1CCNCc1cc2c(cc1[N+](=O)[O-])OCO2,-3.6,4,12,27,-2,-1.2,.,-3,1609,-0.5,15
COc1ccc(C2NCc3ccc4c(c3-n3cccc32)OCO4)cc1OC (stereo unspecified),2.4,4,2,0,4,.,4,-9,1579,1.2,5

# In the list so far, these contain fluorine.
SMILES,DTT redox prof,PPARg SRC1 recr,PPARg SRC3 recr,Lmaj promast,PPARg SRC2 recr,ROMK mod,S1P3 antagonist,HMGR II inh,TR-FRET SRC-2 ct,RAM network inh,bIAP inh
O=C(c1cc(F)ccc1F)C1CCCN(Cc2ccc3nonc3c2)C1 (stereo unspecified),-1.5,-2,-2,86*,3,-1.6,3,-2,1435,1.9,2
CC(C(=O)O)N(C(=O)c1ccccc1)c1ccc(F)c(Cl)c1 (stereo unspecified),-0.5,3,0,-4,1,0.27,-13,0,1607,-0.8,3

# Additional entries:
SMILES,DTT redox prof,PPARg SRC1 recr,PPARg SRC3 recr,Lmaj promast,PPARg SRC2 recr,ROMK mod,S1P3 antagonist,HMGR II inh,TR-FRET SRC-2 ct,RAM network inh,bIAP inh
Cc1ccsc1C(=O)C1CCCN(Cc2cccn2-c2ccccn2)C1 (stereo unspecified),-1.5,-2,2,61*,-9,-1.7,-15,-3,1385,1.6,10
Cc1ccc(OCCSC2=NN2c2cc(C)nc(N)n2)cc1,0.5,6,-1,-6,-2,1.5,-18,1,1673,2.5,0
CCC(=NC1CC1)c1c(O)n(-c2ccc(OC)cc2)c(=O)[nH]c1=O,0.2,0,4,-5,-2,-0.19,-40,-5,1684,1.4,6
Cn1ccnc1P(=S)(c1nccn1C)N1CCOCC1,2.3,-1,1,-5,-3,.,-4,-2,1480,-0.6,-2
Cc1ccc2nc3c(cc2c1)CC1(C(=O)N(C)C(=O)N(C)C1=O)C1COCCN31 (stereo unspecified),1.0,5,7,2,1,-0.41,-9,-6,1585,-0.4,-5
CCCC(C)C1(CC)C(=O)NC(=Nc2ccc(F)cc2)NC1=O (stereo unspecified),-4.1,9,0,-2,3,.,32,-7,1533,3.1,8
COc1ccc(CN2CCN(C(=O)Cc3ccccc3)CC2)c(OC)c1,0.3,-1,-2,6,-4,-0.72,16,-5,1320,-0.1,-3
CC1CCC(C(C)C)C(OP(N)(=O)c2ccccc2)C1 (stereo unspecified),-1.8,-8,2,-1,-4,0.7,.,-7,1449,0.4,1
CN1C(=O)C(=Cc2ccccc2OCc2ccccc2Cl)C(=O)N(C)C1=O,2.6,-2,2,66*,6,.,-10,0,1533,-1.1,9
CCCCCCn1c(O)c(C=NCCCn2ccnc2)c(=O)[nH]c1=O,-1.4,9,4,3,10,-0.72,.,1,1634,0.1,-11
COc1ccc(N=Cc2c(O)n(CC3CCCO3)c(=O)[nH]c2=O)cc1 (stereo unspecified),0.2,11,-3,2,6,0.49,7,0,1810,2.7,16
O=c1c2ccccc2nc(-c2ccco2)n1-c1cccnc1,1.8,0,-3,0,6,.,-28,1,1596,0.7,2
CC(=NCCCN1CCOCC1)c1c(O)n(Cc2ccccc2)c(=O)[nH]c1=O,2.1,6,10,90*,2,.,-8,-4,1502,2.0,-13
O=c1[nH]c(=O)n(Cc2ccc(F)cc2)c(O)c1C=NCCN1CCCCC1,2.2,13,-1,-2,8,-0.048,-29,-3,1663,1.6,-6
COCCCNC(=O)c1c(NC(=O)c2ccccc2)n(Cc2ccccc2)c2nc3ccccc3nc12,-7.4,10,-3,8,5,-0.68,.,.,1605,.,.
OC(c1ccc(F)cc1)C(c1ccccc1)N1CCOCC1 (stereo unspecified),-0.1,2,5,-2,-8,0.11,.,-5,1429,1.5,3
COc1ccc(C(=O)C(Cc2ccccc2)N(C)C)cc1 (stereo unspecified),0.3,2,5,-2,8,0.14,3,-12,1539,1.9,4
CN1CCN(c2ccc([N+](=O)[O-])c(NCc3ccco3)c2)CC1,0.4,3,1,100*,-3,-0.7,2,-4,1433,2.8,-45
COC(=O)C(c1ccccc1)N1CCCCCC1 (stereo unspecified),-0.2,0,6,-3,-1,-1.3,.,-4,1690,1.7,2
CCC12CN3CCN(CC(C3)C1O)C2 (stereo unspecified),-0.8,2,15,-2,0,.,.,1,1515,-0.6,36
COc1ccc(-n2cnc3cc(C(=O)N4CCC5(CC4)OCCO5)ccc32)cc1,0.9,0,-3,-1,2,1.7,13,0,1672,1.1,-1
COc1ccc(CCNC2CCCCC2)cc1OC,-0.1,-1,3,1,3,-1,-13,-2,1519,1.5,1
CCOC(=O)C1CCN(/C=C2/C(=O)NC(=S)N(c3cccc(OC)c3)C2=O)CC1,-0.4,-1,4,44,12,-0.14,-17,-2,1544,-0.5,-6
O=C(Nc1ccccc1)c1cc([N+](=O)[O-])ccc1N1CCNCC1,-2.0,0,-1,-3,2,0.29,5,2,1466,0.4,24
O=Cc1c(C(=O)O)n(Cc2ccccc2Cl)c2ccccc12,-1.1,5,8,-5,9,0.5,12,-3,1792,-0.5,-12

# Limited to PPARg SRC3 recr, for some of the entries so far:
SMILES	PPARg SRC3 recr
CC(C(=O)O)N(C(=O)c1ccccc1)c1ccc(F)c(Cl)c1 (stereo unspecified)	0
CC1(C)N=C(c2ccccc2)[C@@H]2C(c3ccc([N+](=O)[O-])cc3)N21 (stereo partly specified)	2
